# Screening data: PubChem BioAssay, several laboratories
# SUMO HTRF inh = inhibitors of human SUMOylation (UBC9). P63279. HTRF SUMOylation assay, SAE1/SAE2 + UBC9, in vitro. inhibition, % at 35 µM. 290,000 compounds, 0.36% hits. AID 2006; in the data active = inhibition above about 50%, passing the limit was not always enough; inconclusive = no clear call, values can overlap the other calls; note: strong numbers were not always called active
# Target sequence (P63279 whole entry, looked up): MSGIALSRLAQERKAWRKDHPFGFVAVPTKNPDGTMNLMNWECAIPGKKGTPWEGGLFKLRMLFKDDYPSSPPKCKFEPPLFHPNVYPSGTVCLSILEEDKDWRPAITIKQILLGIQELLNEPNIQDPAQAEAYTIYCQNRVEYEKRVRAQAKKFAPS
# VIM-2 inhibitor = inhibitors of Pseudomonas aeruginosa VIM-2 metallo-beta-lactamase; purified VIM-2, nitrocefin hydrolysis, epi-absorbance fluorescence; inhibition, % at 5.6 µM; 290,000 compounds, 0.89% hits; AID 1527;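 active = inhibition above the mean of all tested compounds plus 3 SD, cutoff set per screening run, cut at about 7.5% in these data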;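 note: red hydrolysis product quenches plate fluorescence so inhibitors raise well fluorescence; 0% = enzyme with DMSO and 100% = DMSO without enzyme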
# DNA FID counter = counter-screen for HCV NS3 helicase inhibitors: DNA intercalator displacement | inhibition, % at 7.9 µM | DNA fluorescent intercalator displacement, fluorescence | AID 1845 | 290,000 compounds, 0.17% hits; in the data active = inhibition above about 37%;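 note: 0% = vehicle and 100% = reference compound; higher means more ethidium bromide displaced from hairpin DNA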
# MEKK2 WT-MEK5 = raises or lowers MEK5 binding to wildtype human MEKK2 PB1 domain | Q9Y2U5 | bead flow cytometry, Alexa488-MEK5 binding to MEKK2 WT; actives lie on both sides | binding response (% of control), % at 10 µM | 290,000 compounds, 1.1% hits; in the data active = binding response below about 67% or above about 130%; inconclusive = no clear call, values can overlap the other calls; inactive = in between
# MEKK2 mut-MEK5 = signal of MEK5 binding to mutant human MEKK2 PB1 domain. percent response, % at 10 µM. AID 1530. 290,000 compounds, 0.35% hits. bead flow cytometry, Alexa488-MEK5 binding to MEKK2 mutant; in the data active = percent response above about 24%, passing the limit was not always enough; note: inactives centre near 1; some results filed as inactive read as strong as hits
# NS3 helicase inh = HCV NS3 helicase inhibition; NS3 helicase DNA unwinding, Cy5 molecular beacon fluorescence; inhibition, % at 10.9 µM; 290,000 compounds, 0.56% hits;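 active = inhibition above the mean of all tested compounds plus 3 SD, set per campaign, cut at about 35% in these data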;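 note: 0% = DMSO wells and 100% = thioflavine S control wells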
#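 assay system = NS3 helicase fragment of HCV | buffer or medium = MOPS pH 6.5, MgCl2, DTT, Tween20, BSA | timing = 60 min unwinding reaction at 25 °C after ATP addition | signal = Cy5 beacon fluorescence read at start and 1 h | read-out basis = % inhibition of unwinding | control set = low DMSO, high thioflavine S at 110 µM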
# IMP-1 inhibitor = blocks Pseudomonas aeruginosa IMP-1 metallo-beta-lactamase; purified IMP-1, nitrocefin hydrolysis, epi-absorbance fluorescence; inhibition, % at 5.6 µM; 290,000 compounds, 0.45% hits;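 active = inhibition above the mean plus 3 SD of all compounds in the same screening run, cut at about 4.5% in these data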;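 note: 0% = IMP-1 with DMSO and 100% = DMSO wells lacking enzyme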
#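 System: purified IMP-1 / Input: IMP-1 dispensed at 0.2 nM / Medium: 50 mM HEPES pH 7.1, 50 µM ZnSO4, 0.05% Brij 35 / Timing: 15 min enzyme–compound preincubation, then 25 min nitrocefin reaction, 25 °C / Technique: plate fluorescence quenching by hydrolysis product, ex 480/em 530 nm / Repeats: singlicate testing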
# M18AAP inhibitor = PfM18AAP enzyme inhibition. 290,000 compounds, 1.2% hits. recombinant PfM18AAP, H-Glu-NHMec fluorogenic cleavage. inhibition, % at 7.35 µM;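 active = inhibition above the campaign mean inhibition over all tested compounds plus 3 SD, cut at about 28% in these data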;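 note: 0% = plate median of test compound wells and 100% = 2 mM ZnCl2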
# NALP1 yeast inh = NALP1 inhibition. S. cerevisiae NALP1/ASC/caspase-1 growth, X-gal OD620, 72 h. inhibition, % at 10 µM. 280,000 compounds, 0.61% hits; in the data active = inhibition mostly above about 24%, no sharp cut-off; inactive = mostly below about 32%; note: some compounds called inactive have numbers as strong as hits
# * = called active by the depositor; u = inconclusive; x = not tested or not shown; [ ] = dose if it differs, or a comment.
# Second line of a record – SUMO HTRF inh	VIM-2 inhibitor	DNA FID counter	MEKK2 WT-MEK5	MEKK2 mut-MEK5	NS3 helicase inh	IMP-1 inhibitor	M18AAP inhibitor	NALP1 yeast inh
> COc1ccc(C(=O)O/N=C(/C(N)=O)P(=O)(OC(C)C)OC(C)C)cc1
    18	0.5	-5	101	-3	-6	-2.0	-3	10
> Cc1cc(C(=O)CS(=O)(=O)c2ccc(F)cc2)cc(C)c1OC(=O)N(C)C
    3	-0.8	-19	98	-3	17	-1.5	-12	-5
> CCC(=NCCC1=CCCCC1)c1c(O)[nH]c(=O)[nH]c1=O
    17	1.1	-15	93	-1	4	-1.5	8	6
> O=C(COc1ccccc1)N1CCN(C/C=C/c2ccccc2)CC1
    4	0.8	-20	107	4	-1	3.1	-1	6
> O=C(CCC(=O)N1C[C@H]2C[C@@H](C1)c1cccc(=O)n1C2)NCc1cccc(C(F)(F)F)c1
    4	0.0	-10	103	1	0	2.2	-2	15
> CCCOc1ccc(C(C)=O)cc1Cc1c(O)[nH]c(=S)[nH]c1=O
    2	1.4	-5	100	-2	6	1.4	-4	12
> CCOC(=O)c1cc(CC)sc1/N=C/c1c(O)[nH]c(=S)[nH]c1=O
    0	-2.9	6	95	-3	-9	1.3	-11	6
> COc1ccc(N=Cc2c(O)n(-c3ccc(C)cc3)c(=O)[nH]c2=O)cc1
    40	1.3	0	95	-7	7	1.8	-4	-11
> CCN(CC)CCCOC(=O)C(OC(C)C)(c1ccccc1)c1ccccc1
    6	-0.5	32	80	5	-30	-2.3	-4	10
> CCN1C(=O)C(=Cc2ccc(N3CCOCC3)o2)C(=O)N(CC)C1=S
    24	1.2	-14	88	-5	4	0.1	0	-4
> COc1ccc(C(=O)Cn2c(NCCCl)nc3ccccc32)cc1
    1	-1.2	7	100	6	-2	-4.8	0	6
> O=CNc1ccc(OP(=O)(Oc2ccccc2)Oc2ccccc2)cc1
    -18	-2.2	-34	104	4	-13	-2.8	2	13
> c1cc2c(cc1[C@H]1OC[C@H]3[C@@H]1CO[C@@H]3c1ccc3c(c1)OCO3)OCO2
    10	x	x	94	-11	x	x	x	5
> CCOC(=O)c1c(NC(=O)c2c(N)n(CCCOC)c3nc4ccccc4nc23)sc2c1CCCC2
    52	-4.2	-2	98	-5	27	-3.6	-10	26
> COC(=O)c1ccccc1OP1(=O)COc2ccccc2OC1
    21	-2.9	0	105	7	-5	-0.2	-3	-35
> CCOC(=O)C1C(=O)NC23CCCC2C1c1ccccc1O3 (stereo not given)
    3	-0.9	-9	104	0	-2	1.0	-16	-4
> CCN(CC)CCN/N=C(\C)c1c(O)[nH]c(=O)[nH]c1=O
    0	-0.3	0	80	-14	4	-0.3	-1	x
> CCOc1ccc(-c2cc(C)[n+](CCO)c(-c3ccc(OCC)cc3)c2)cc1
    u	-3.8	17	113	9	-22	-3.0	3	3
> CCOC(=O)c1c(-c2ccccc2)oc2ccc(OC(=O)N(C)C)cc12
    1	-1.2	-17	92	-11	8	-2.9	2	-6
> C=CCn1c(=O)c(C=Nc2c(OC)cccc2[N+](=O)[O-])c(O)n(CCCC)c1=O
    5	-0.4	-25	98	-1	22	-0.5	-9	31

# Part of the list above, as comma-separated lines.
Structure,SUMO HTRF inh,VIM-2 inhibitor,DNA FID counter,MEKK2 WT-MEK5,MEKK2 mut-MEK5,NS3 helicase inh,IMP-1 inhibitor,M18AAP inhibitor,NALP1 yeast inh
CCC(=NCCC1=CCCCC1)c1c(O)[nH]c(=O)[nH]c1=O,17,1.1,-15,93,-1,4,-1.5,8,6
O=C(CCC(=O)N1C[C@H]2C[C@@H](C1)c1cccc(=O)n1C2)NCc1cccc(C(F)(F)F)c1,4,0.0,-10,103,1,0,2.2,-2,15
CCOC(=O)C1C(=O)NC23CCCC2C1c1ccccc1O3 (stereo not given),3,-0.9,-9,104,0,-2,1.0,-16,-4
CCCOc1ccc(C(C)=O)cc1Cc1c(O)[nH]c(=S)[nH]c1=O,2,1.4,-5,100,-2,6,1.4,-4,12

# Continued:
# Second line of a record – SUMO HTRF inh	VIM-2 inhibitor	DNA FID counter	MEKK2 WT-MEK5	MEKK2 mut-MEK5	NS3 helicase inh	IMP-1 inhibitor	M18AAP inhibitor	NALP1 yeast inh
> COC(=O)C(O)(c1ccc(N(C)C(=O)c2ccc(Cl)c(Cl)c2)cc1)C(F)(F)F (stereo not given)
    -7	-2.3	-10	101	3	-12	-3.1	1	35
> CCCCN1C(=O)NC(=O)C2(Cc3c(nc4ccccn4c3=O)N3CCc4ccccc4C32)C1=O (stereo not given)
    15	-1.7	-5	92	-5	7	-2.7	2	14
> O=C(Nc1ccc(Br)cc1)c1nn(C23CC4CC(CC(C4)C2)C3)cc1Br
    -12	-3.1	0	88	-2	0	-0.8	-9	5
> O=C(c1ccc(Cl)cc1)C1CCCN(Cc2ccon2)C1 (stereo not given)
    15	-2.9	8	92	-9	-3	-3.6	7	4
> Cn1cnnc1Sc1cc(N2CCNCC2)ccc1[N+](=O)[O-]
    44	-0.2	5	98	1	-7	-0.7	-5	22
> Cn1ccc(NC(=O)CCl)n1
    -9	-0.3	-4	81	-12	2	3.1	-13	-3
> CN1CCN(c2ccc(Cl)cc2N)CC1
    12	-6.1	12	101	-4	6	-3.0	3	5
> CN1CCN(c2ncc(C=O)s2)CC1
    -4	-0.5	1	105	10	3	-3.2	-6	1
> CSc1nc(N2CCN(C)CC2)c2ccccc2n1
    9	2.7	3	102	2	1	-2.9	12	3
> Cc1nn(Cc2ccccc2)c(C)c1C(=O)O
    7	-2.5	-2	102	0	-1	-4.8	-1	-2
> COc1ccc(Nc2ncc(C(=O)N3CCC4(CC3)OCCO4)c3ccccc23)cc1
    -18	-1.3	-29	92	-4	3	-3.0	3	1
> CC(=O)NC1CC2CCC(C1)N2 (stereo not given)
    20	-1.6	2	100	-2	1	-1.4	3	1
> CCC(C)NC(=O)c1c(N)n(CC2CCCO2)c2nc3ccccc3nc12 (stereo not given)
    101	1.0	-6	86	-3	4	1.5	3	12
> Cc1ccc(-c2nc3ccccc3c(=O)n2-c2ccncc2)cc1
    -13	1.2	-6	103	2	2	-0.6	-17	25
> CCOC(=O)C1(CCc2ccccc2)CCN(Cc2ccc(NC(C)=O)cc2)CC1
    0	-3.6	6	107	2	-7	-0.8	-1	14
> Cn1cccc1/C=C1/C(=O)NC(=S)N(Cc2ccc(F)cc2)C1=O
    16	-4.1	-9	56*[inhibitor]	-19	45*	-4.1	-5	x
> COc1ccc(OC(=O)N(C)C)c(CN(C)C)c1
    6	-2.9	3	103	7	6	-0.5	-8	6
> Cc1cc(OC(=O)c2ccco2)c2c3c(c(=O)oc2c1)CCC3
    2	2.6	-3	97	1	-7	0.1	0	26
> CC(C)c1oc(=O)cc2c1[C@@H](O)[C@H]1OC(=O)[C@@]3(C)C[C@@H](O)[C@@H](O)[C@@]2(C)C13 (stereo not given in full)
    -12	-1.4	0	88	-7	11	-0.5	3	22
> CC1CCCC(NC(=O)CNC(=S)N2CC3CC(C2)c2cccc(=O)n2C3)C1C (stereo not given)
    x	-0.3	-22	102	0	3	-3.0	0	20

# Shown in CSV form: entries from further up
Structure,SUMO HTRF inh,VIM-2 inhibitor,DNA FID counter,MEKK2 WT-MEK5,MEKK2 mut-MEK5,NS3 helicase inh,IMP-1 inhibitor,M18AAP inhibitor,NALP1 yeast inh
CSc1nc(N2CCN(C)CC2)c2ccccc2n1,9,2.7,3,102,2,1,-2.9,12,3
Cc1nn(Cc2ccccc2)c(C)c1C(=O)O,7,-2.5,-2,102,0,-1,-4.8,-1,-2
COc1ccc(Nc2ncc(C(=O)N3CCC4(CC3)OCCO4)c3ccccc23)cc1,-18,-1.3,-29,92,-4,3,-3.0,3,1

# Remaining list, next part:
# Second line of a record – SUMO HTRF inh	VIM-2 inhibitor	DNA FID counter	MEKK2 WT-MEK5	MEKK2 mut-MEK5	NS3 helicase inh	IMP-1 inhibitor	M18AAP inhibitor	NALP1 yeast inh
> O=C(CN1C2CCC1CC(O)(c1cccnc1)C2)Nc1ccc2c(c1)OCO2 (stereo not given)
    3	-0.7	3	106	4	-3	-0.2	-5	2
> Cc1nccn1Cc1ccc(Cl)nc1
    -9	-2.8	-8	92	-1	4	-5.6	2	20
> CCOP(=O)(OCC)C(NC(=O)c1ccc(Cl)cc1)=C(Cl)Cl
    -6	-0.6	-4	104	0	-2	-1.4	-4	-1
> Cc1ccc(C(=O)c2cc(Br)ccc2N)cc1
    -9	-1.9	-4	104	9	-3	-1.8	-12	-8
> CCCCN1C(=O)C(C2c3ccccc3C(=O)N2Cc2ccccc2)C(=O)NC1=S (stereo not given)
    -7	-2.1	-39	102	-1	18	-2.0	0	-2
> CC(=Nc1ccccc1N)c1c(O)n(C)c(=O)[nH]c1=O
    24	1.8	2	102	2	9	-0.1	4	15
> C/C(=N\N1CCCCCC1)c1c(O)n(C2CCCCC2)c(=O)[nH]c1=O
    11	-0.8	-33	88	-17	-9	-2.4	-3	9

# Entries of single compounds, quoted from the list. Order of values: SUMO HTRF inh | VIM-2 inhibitor | DNA FID counter | MEKK2 WT-MEK5 | MEKK2 mut-MEK5 | NS3 helicase inh | IMP-1 inhibitor | M18AAP inhibitor | NALP1 yeast inh
# CCCCN1C(=O)C(C2c3ccccc3C(=O)N2Cc2ccccc2)C(=O)NC1=S (stereo not given) as listed: -7 | -2.1 | -39 | 102 | -1 | 18 | -2.0 | 0 | -2
# CC(=O)NC1CC2CCC(C1)N2 (stereo not given) as listed: 20 | -1.6 | 2 | 100 | -2 | 1 | -1.4 | 3 | 1

# Some of the compounds tested. The share of hits here may be higher or lower than overall.
